High-throughput results deposited in PubChem by several laboratories.
aDG glyco up: activators of alpha-DG glycosylation, primary screen, uHTS, Pro5-aDG cells, AlphaScreen; alpha-DG glycosylation AlphaScreen (IIH6); 0% Pro5, 100% B10-LARGE cell signal; activation, % at 10 µM; actives 0.22% (n = 360,000);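 active means activation of at least 8% versus controls, or a plate z-score of at least 8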;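 further: Pro5 are CHO cells carrying HIG-tagged alpha-DG that lacks glycosylation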
Cardio protect: cardioprotection against H2O2-induced cell death, primary screen, uHTS, H9c2 cells, ATPLite luminescence | H9c2 cardiomyocytes, H2O2 injury protection, 2 h | protection from H2O2 cell death, % at 20 µM | actives 0.63% (n = 360,000) | AID 588492, 2011;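 active means compounds giving at least 50% protection of heart cells from peroxide-induced death in the single-dose screen, raw or plate-pattern-corrected value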;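 further: 0% = DMSO wells with peroxide and 100% = DMSO wells without peroxide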
Vif inh: HIV Vif self-association inhibitors, primary screen, imaging, HEK293T, single point; inhibition, % at 7.49 µM; HEK293T cells, Vif self-association by quenched fluorescence, 24 h; actives 0.35% (n = 340,000); in the data active means inhibition above about 50%, passing the limit was not always enough; further: some results filed as inactive read as strong as hits
CaV13 FRET inh: Primary screen for inhibitors of IQ motif and Ca2+-dependent inactivation inhibitor domain binding in CACNA1D, Förster resonance energy transfer in living cells, …; HEK cells, CFP/YFP FRET ICDI-IQ, plate reader, 10 min; percent FRET-ratio fall versus neutral wells; inhibition, % at 12.3 µM; actives 0.098% (n = 340,000);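 active means mean replicate inhibition of at least 30% and at least 1% of replicates passing that level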;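 further: 0% = median of the neutral control wells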
MC4R antagonist: MC4R antagonists of cAMP signaling, primary screen, cell-based, TR-FRET, antagonist arm of biased-ligand search; MC4R-expressing cells, MTII-stimulated cAMP, LANCE TR-FRET; inhibition, % at 6.5 µM; actives 0.48% (n = 360,000);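 active means inhibition above its plate's cutoff, the mean of tested wells on that plate plus 3 SD, cut at about 29% in these data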;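 further: 0% = Melanotan II alone and 100% = Melanotan II plus saturating MCL0020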
Target sequence (P32245 whole entry, looked up): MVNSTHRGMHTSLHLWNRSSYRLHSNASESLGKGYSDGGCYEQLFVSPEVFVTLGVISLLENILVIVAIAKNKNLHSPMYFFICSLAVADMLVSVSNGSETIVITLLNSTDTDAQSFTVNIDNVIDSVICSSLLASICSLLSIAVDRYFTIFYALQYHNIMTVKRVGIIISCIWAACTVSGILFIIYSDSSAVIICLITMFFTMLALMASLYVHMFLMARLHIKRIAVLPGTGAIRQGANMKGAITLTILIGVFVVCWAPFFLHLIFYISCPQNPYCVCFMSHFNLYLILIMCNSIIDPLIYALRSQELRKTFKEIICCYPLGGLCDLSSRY
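Material – human MC4R-expressing U2OS cells · Repeats – no replicates · Detection – TR-FRET with Eu-cAMP and labeled anti-cAMP, 671 nm · Times – compound 30 min, challenge 1 h, detection 1 h · Compound – single nominal compound dose of 6.5 µM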
MC4R barr agon: MC4R agonists recruiting beta-arrestin, primary screen, cell-based, luminescence, agonist arm of biased-ligand search; actives 0.98% (n = 360,000); U2OS MC4R beta-arrestin complementation; percent of melanotan II response, DMSO zero; AID 540308, 2011; activation, % at 8.9 µM;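 active means activation above a per-plate cutoff, the mean activation of sample wells on that plate plus 3 SD, cut at about 8% in these data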
PDI inh: inhibitors of human PDI, primary screen, biochemical, turbidity, single point, plate reader. Protein disulfide-isomerase (Homo sapiens), P07237. PDI insulin aggregation turbidity, A650, 90 min. inhibition, % at 10 µM. actives 0.052% (n = 350,000). AID 588391, 2011;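 active means mean inhibition across replicates of 30% or more, whatever share of single replicates reach that level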;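 further: absorbance from insulin aggregation driven by PDI reduction with DTT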
Target sequence (P07237 whole entry, looked up): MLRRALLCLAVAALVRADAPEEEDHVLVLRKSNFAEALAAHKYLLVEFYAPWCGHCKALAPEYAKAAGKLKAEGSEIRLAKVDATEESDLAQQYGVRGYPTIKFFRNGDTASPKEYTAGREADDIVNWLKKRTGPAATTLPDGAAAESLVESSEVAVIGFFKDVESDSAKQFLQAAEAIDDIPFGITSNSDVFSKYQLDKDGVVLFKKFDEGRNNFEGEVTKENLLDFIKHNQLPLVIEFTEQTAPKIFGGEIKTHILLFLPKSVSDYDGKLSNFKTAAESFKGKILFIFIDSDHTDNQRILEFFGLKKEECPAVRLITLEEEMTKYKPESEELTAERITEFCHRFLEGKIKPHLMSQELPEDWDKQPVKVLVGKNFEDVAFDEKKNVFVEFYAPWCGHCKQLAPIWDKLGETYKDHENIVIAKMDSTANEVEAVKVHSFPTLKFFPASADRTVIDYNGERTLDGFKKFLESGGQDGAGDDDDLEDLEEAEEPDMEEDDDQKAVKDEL
HTR2A ag: mouse Htr2a agonists via beta-arrestin recruitment, primary screen, cell-based, luminescence | 5-hydroxytryptamine receptor 2A (Mus musculus), P35363 | CHO-K1 mHTR2A beta-arrestin complementation; percent of 30 µM serotonin response | activation, % at 7.6 µM | actives 0.66% (n = 360,000);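 active means activation above a run cutoff, the mean activation of all tested compounds plus 3 SD, cut at about 14% in these data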;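 further: 0% = plate median of compound wells and 100% = 30 µM serotonin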
ABCB6 inh MLPCN: ABCB6 transporter inhibitors, primary screen, K562-ABCB6 cells, flow cytometry, MLPCN library | K562-ABCB6 porphyrin accumulation, 1 h; stronger effect = lower value | fluorescence ratio to DMSO, % at 10 µM | actives 0.19% (n = 360,000);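 active means fluorescence ratio to DMSO below 75%, the collection mean minus 3 SD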;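 further: signal is porphyrin accumulated inside mitochondria; 100% equals median channel fluorescence of DMSO control wells; lower ratio means ABCB6 inhibition with less porphyrin fluorescence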
Glyco luc inh: increase of ERlucT glycosylation luciferase signal, primary screen, N-linked glycosylation inhibitor project, D54 ERlucT cells, luminescence, set 2. AID 588692, 2011. reporter increase, % at 12.5 µM. actives 0.23% (n = 360,000). D54 ERlucT glycosylation luciferase reporter, 24 h; percent of 100 nM tunicamycin response;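 active means mean luciferase reporter signal, scaled so untreated is 0 and the glycosylation-blocking control 100, at or above a set limit in every replicate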;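 further: luciferase carries N-glycosylation sites so blocking glycosylation raises the light; 0% = median of neutral control wells and 100% = median of 100 nM tunicamycin wells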
* hit, by the source's call; / = not tested or not shown.

canonical_smiles	aDG glyco up	Cardio protect	Vif inh	CaV13 FRET inh	MC4R antagonist	MC4R barr agon	PDI inh	HTR2A ag	ABCB6 inh MLPCN	Glyco luc inh
Cc1cc(Br)ccc1NC(=O)CSCc1c(C)noc1C	0.2	-7.4	3.3	-5.2	4.0	-3.7	-0.6	6.5	91.0	1.2
CN(C(=O)COc1ccc(-c2nnco2)cc1)C1CCS(=O)(=O)C1 (stereo unspecified)	0.5	-1.7	-9.4	-5.8	-0.5	4.4	0.2	5.8	98.0	-1.5
O=C(Cc1cccc(NC(=O)C2CCCN(C(=O)CCc3ccccc3)C2)c1)Nc1ccc(C(=O)N2CCCCC2)cc1 (stereo unspecified)	0.0	-11.3	-1.1	-6.4	8.2	1.0	2.2	-6.7	96.0	-0.4
COC(=O)c1ccc(Cn2cnc3c(cnn3-c3ccc(Cl)cc3)c2=O)o1	0.2	-9.9	0.6	10.6	8.7	-0.1	-0.9	3.4	95.0	0.6
CC(=O)c1ccc(NC(=O)/C(=C\c2ccc(F)cc2)NC(=O)c2ccco2)cc1	0.1	6.7	-5.9	-3.0	3.2	-2.1	9.2	4.9	74.0*	0.5
CCCCNC(=O)CCn1nc(-c2ccccc2)c2ccccc2c1=O	-0.1	0.6	1.5	/	4.2	-1.1	9.4	2.3	94.0	0.5
COCCNc1nc(N)c([N+](=O)[O-])c(Nc2ccc(F)cc2)n1	-0.3	0.9	-3.1	-17.9	-8.6	-2.0	-3.7	-3.5	101.0	1.6
N#C/C=C1\Sc2ccccc2C(=O)N1CC(=O)N1CCN(S(=O)(=O)c2ccccc2)CC1	0.0	1.6	-15.5	-5.4	33.4*	-1.7	9.0	-0.1	98.0	-1.2
Cc1ccc(NC(=O)CC2S/C(=N/N=C/c3ccco3)NC2=O)cc1Cl (stereo unspecified)	0.1	-3.3	6.2	0.7	7.8	0.8	5.9	-2.1	113.0	-0.6
CSc1ccc(/C=C/C(=O)NC23CC4CC(CC(C4)C2)C3)cc1	0.2	-0.3	/	-5.4	-2.5	2.0	-11.3	-3.0	91.0	-1.6

canonical_smiles	aDG glyco up	Cardio protect	Vif inh	CaV13 FRET inh	MC4R antagonist	MC4R barr agon	PDI inh	HTR2A ag	ABCB6 inh MLPCN	Glyco luc inh
CN(C)CCN(C(=O)c1ccc(S(=O)(=O)N(C)c2ccccc2)cc1)c1nc2ccc(Cl)cc2s1	0.2	4.9	9.0	-3.1	-0.6	-3.9	4.0	-8.4	95.0	-1.5
O=C(Nc1ccc2ccccc2c1)/C(=C/c1cccc(Br)c1)NC(=O)c1ccco1	-0.3	-5.1	-9.6	-3.5	14.4	-0.7	-1.1	1.2	97.0	2.0
CCOC(=O)C(=O)Nc1nc(-c2ccc3c(c2)CCN3C(=O)C2CC2)c(C)s1	0.0	0.6	-6.5	-2.8	19.1	-1.0	2.9	3.1	102.0	0.4
CCOC(=O)C1=C(C)NC(=S)NC1c1ccc(OC(=O)c2ccco2)cc1 (stereo unspecified)	0.0	5.3	-9.2	-3.2	-3.5	1.1	-4.3	2.2	97.0	1.0
CCCc1cc(C(=O)Nc2nnc(C)s2)cs1	0.1	-5.7	-0.4	-4.2	6.5	-2.2	1.4	-4.7	102.0	1.6
COc1ccccc1NC(=O)CN1CCN(CC(=O)Nc2ccc(Cl)c(C(F)(F)F)c2)CC1	1.6	-27.5	/	-7.4	1.2	0.2	1.2	-9.0	97.0	5.3
O=C(NCc1cn2ccsc2n1)Nc1ccc(Cl)cc1	0.4	0.7	-0.8	-4.9	18.0	-1.4	9.8	-3.3	103.0	1.2
CCOc1ccccc1NC(=S)NCc1ccccc1	0.1	-3.4	1.6	2.5	10.8	0.9	-3.2	-2.2	96.0	-0.6
COc1ccc(CNC[C@H]2O[C@@H](n3ccc(=O)[nH]c3=O)[C@H](O)[C@@H]2O)cc1	0.1	2.0	5.8	-4.0	/	/	/	0.3	101.0	-0.6
CCCCC(=O)NC(c1cccs1)c1cc(Cl)c2cccnc2c1O (stereo unspecified)	0.1	40.4	/	-155.2	27.6	-3.1	1.9	-5.9	96.0	-12.8

canonical_smiles	aDG glyco up	Cardio protect	Vif inh	CaV13 FRET inh	MC4R antagonist	MC4R barr agon	PDI inh	HTR2A ag	ABCB6 inh MLPCN	Glyco luc inh
O=C(COc1ccc(Cl)cc1)NCCCNC(=O)c1cnccn1	0.0	3.2	34.0	-2.2	6.3	0.6	-1.5	5.9	100.0	2.1
COc1ccc(C2=NN(C(=O)CCC(=O)O)C(c3cccs3)C2)cc1OC (stereo unspecified)	0.1	6.3	-1.9	-3.9	-4.7	-0.4	3.6	-0.4	101.0	0.9
Nc1nc(-c2ccc(Cl)cc2)nn1C(=O)c1cccnc1	-0.1	5.6	/	-6.4	7.1	-1.2	-4.4	3.0	100.0	5.9
Cc1ccc(NC(=O)COC(=O)CNC(=O)c2ccc(Cl)cc2Cl)cc1S(=O)(=O)N1CCOCC1	0.1	1.2	-13.8	-4.6	31.4*	-3.0	1.8	6.6	101.0	2.3
COc1ccc(C(=O)OCC(=O)Nc2sccc2C(N)=O)cc1OC	-0.1	10.2	-13.8	1.9	2.0	-1.5	-7.1	2.7	93.0	1.0
Cc1cn([C@H]2C[C@H](O)[C@@H](/C=C/C(=O)NCCc3ccc(S(N)(=O)=O)cc3)O2)c(=O)[nH]c1=O	-0.2	1.1	3.1	-6.4	/	/	/	9.6	102.0	1.4
COc1ccc(C2OCC3(CO2)SC(=O)NC3=O)cc1OC (stereo unspecified)	0.4	1.0	-1.0	-5.9	15.6	2.1	-2.6	1.2	104.0	0.4
c1ccc2sc(NC3=NCN(CC4CCCO4)CN3)nc2c1 (stereo unspecified)	-0.3	0.8	-4.5	-0.1	9.8	-0.1	0.0	2.9	103.0	2.6
CCC1S/C(=C(\C#N)C(=O)NCc2ccco2)N(c2ccc(Br)cc2)C1=O (stereo unspecified)	-0.3	-3.1	10.6	-6.9	6.8	0.4	-7.5	-0.5	97.0	-0.2
CCc1cc2c(-c3ccccc3)cc(=O)oc2c(CN2CCOCC2)c1O	0.0	1.6	/	-8.7	4.4	-0.9	2.2	0.0	91.0	-0.3

canonical_smiles	aDG glyco up	Cardio protect	Vif inh	CaV13 FRET inh	MC4R antagonist	MC4R barr agon	PDI inh	HTR2A ag	ABCB6 inh MLPCN	Glyco luc inh
O=C([C@H](Cc1ccccc1)NS(=O)(=O)c1ccc(Cl)cc1)N1CC[C@@]2(O)CCCC[C@H]2C1	0.2	42.6	-7.9	/	-1.9	-0.7	11.6	17.4*	94.0	-2.2
C[C@H](CO)N1C[C@H](C)[C@H](CN(C)S(C)(=O)=O)OCc2cnnn2CCCC1=O	0.1	4.8	6.7	-8.4	8.3	0.1	-0.4	1.4	90.0	3.0
CN(Cc1cn(-c2ccccc2)nc1-c1ccc(Cl)cc1)C(=O)CCC(=O)O	0.6	1.7	0.2	-3.0	4.0	1.3	-0.7	1.7	94.0	2.2
C=CCN1C(=O)N/C(=C/c2ccc(C)o2)C1=O	-0.4	-1.3	2.1	-4.6	-4.8	-0.6	0.9	-1.4	90.0	2.5
CS(=O)(=O)c1cnc(-c2ccccc2)nc1Oc1ccc(Cl)cc1	0.0	-15.5	-0.9	-4.8	-1.3	4.9	6.3	-3.2	102.0	0.8
CC(C)(C)c1ccc(OCCCN2CCCC2)cc1	0.1	-3.4	-3.7	-2.6	-2.4	-0.6	-13.2	-3.5	92.0	-1.6
COC(=O)c1ccc(C(=O)OC)c(NC(=O)N2c3ccccc3Sc3ccccc32)c1	-0.3	-10.5	-2.0	-8.7	-1.1	-0.8	13.6	1.1	95.0	-5.3
CCOCC(O)CNc1ccccc1 (stereo unspecified)	-0.4	1.6	4.5	-4.8	20.0	0.0	-1.3	-3.4	101.0	0.5
O=C(CCCCn1c(=O)[nH]c2ccccc2c1=O)N1CCN(c2ncccn2)CC1	-0.2	35.6	11.1	-5.1	8.9	-0.8	4.9	1.9	92.0	-0.8
C=CCNC(=O)N1CCC(n2nccc2NC(=O)CCCc2ccccc2)CC1	0.1	6.2	9.0	-3.7	2.6	0.8	23.9	2.7	105.0	3.4

canonical_smiles	aDG glyco up	Cardio protect	Vif inh	CaV13 FRET inh	MC4R antagonist	MC4R barr agon	PDI inh	HTR2A ag	ABCB6 inh MLPCN	Glyco luc inh
COc1ccc(C(=O)CCN2CCCCCC2)cc1	1.6	-9.6	-4.4	-6.6	40.1*	-1.9	1.9	0.0	98.0	-2.5
Cc1noc(C)c1-c1ccc(C(=O)NCc2ccccc2)c2occc12	-0.3	-2.6	2.1	-7.1	28.1	0.9	-10.3	-1.1	106.0	9.2
CC1(Oc2cccnc2Cl)CCN(Cc2ccc(OC(F)(F)F)cc2)C1 (stereo unspecified)	0.3	-13.8	4.3	-4.7	6.9	-0.6	3.0	11.4	99.0	1.0
CCc1nnc(NS(=O)(=O)c2ccc(NC(=S)NC(=O)/C=C/c3ccc(OC)cc3)cc2)s1	0.5	-11.1	2.8	-3.2	-1.6	-1.1	-1.0	2.5	80.0	0.2
CCOc1ccc(CNC(=O)C2CCCN(S(=O)(=O)N3CC(C)CC(C)C3)C2)cc1OC (stereo unspecified)	0.5	1.6	-4.4	-6.5	1.1	-1.6	8.2	8.1	104.0	-0.5
COc1ccc(CCNC(=O)CSc2nc3[nH]ncc3c(=O)n2-c2ccc(C)c(Cl)c2)cc1OC	0.2	3.9	1.8	-6.4	17.9	1.4	-3.3	1.9	99.0	1.4
c1ccc(-n2nnnc2SCc2cn3cccnc3n2)cc1	-0.1	5.9	-2.2	-7.4	1.0	-0.5	11.7	0.3	106.0	3.4
CCOc1ccc2nc(NC(=S)NCc3ccccc3)sc2c1	0.9	-6.5	2.1	-5.6	-12.1	18.4*	-0.2	-0.8	92.0	-2.4
